Compound activity: PubChem, several laboratories
RSV CPE inhibition: RSV antiviral activity via CPE protection, HEp-2 cells, primary 10 µM value included (AID 2391); HEp-2 cells, RSV-induced CPE inhibition; higher % means a stronger effect; CPE inhibition, % at 10 µM, or IC50 in µM where a hit was titrated; hit rate 0.13% among 310,000; in the data active = a potency from the dose series; inconclusive = CPE inhibition mostly from about 23% at the one dose, without a potency; inactive = the rest, 99 in 100 with CPE inhibition below about 21%; also: strong numbers were not always called active
T cell HTS: modulators of CD8 T cell-vesicle binding, primary screen, mouse 2C CD8+ T cells, flow cytometry. AID 2052, 2009. 2C CD8+ T cell-vesicle binding; active compounds read low. calls only at 7 µM. hit rate 0.068% among 330,000;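 active = response, share of CD8 T cells binding vesicles, and their 90th percentile fluorescence all below set limits, cut at about 80% in these data, passing the limit was not always enough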
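Assay system: 2C TCR transgenic mouse naive CD8+ T cells, MACS-purified | Read-out: CD8+ gate FL2 mean fluorescence as % of same-row positive control | Signal: High-throughput flow cytometry with anti-B7-1 and anti-CD8 staining | Timing: Binding step 1.5 h, 37 °C, antibody labelling 20 min, ice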
West Nile antiviral: West Nile virus antiviral activity, cell-based, CPE readout (AID 1621); West Nile virus-infected cells, CPE inhibition; higher % means a stronger effect; CPE inhibition, % at 10 µM; hits with a dose series show IC50 in µM; hit rate 0.02% among 290,000; in the data active = a potency from the dose series; inconclusive = CPE inhibition mostly from about 3.7% at the one dose, without a potency; inactive = the rest, 99 in 100 with CPE inhibition below about 2.2%; also: strong numbers were not always called active
MgcRacGAP inhibition: MgcRacGAP GTPase-activating activity inhibitors, confirmation, biochemical, ADP Hunter fluorescence | MgcRacGAP-stimulated Rac1 GTP hydrolysis, ADP Hunter fluorescence; higher % means a stronger effect; GST-tagged Rac1 F28L mutant substrate | inhibition, % at 30 µM; hits with a dose series show IC50 in µM | hit rate 0.6% among 340,000 | AID 624330, 2012;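 active = first-screen hits whose inhibition reached a set limit at any dose in the follow-up dose series; inconclusive = inhibition above the set first-screen limit but never retested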;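 also: fluorescence reports GDP produced by GAP-driven GTP hydrolysis; strong numbers were not always called active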
Salmonella PhoP GFP: inhibitors of PhoP regulon expression, primary screen, Salmonella Typhimurium, GFP reporter (AID 1863); inhibition, % at 50 µM; hits with a dose series show IC50 in µM; hit rate 0.16% among 300,000; S. Typhimurium PhoP-regulated promoter GFP reporter, 4 h; higher % means a stronger effect;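 active = inhibition over 29.93%, a cutoff 3 SD above the screen mean, later confirmed by dose response; inconclusive = inhibition over 29.93% but no dose response follow-up; inactive = inhibition at most 29.93% or unconfirmed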;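 also: 0% = low Mg2+ inducing control and 100% = high Mg2+ repressing control; strong numbers were not always called active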
NTR1 agonist: agonists of NTR1, primary screen, imaging, U2OS cells, beta-arrestin-GFP, high content (AID 493036); Neurotensin receptor type 1 (Homo sapiens), P30989; NTR1-U2OS beta-arrestin-GFP spot imaging, agonist mode; activation, % at 20 µM; hit rate 0.17% among 330,000;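 active = activation at or above 40% of the spot to cytoplasm intensity ratio, with at least 20 cells analyzed; inconclusive = wells under 20 cells, flagged as cytotoxic or low count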;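 also: 0% = DMSO without peptide and 100% = 100 nM NTR1 peptide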
Target sequence (P30989 whole entry, looked up): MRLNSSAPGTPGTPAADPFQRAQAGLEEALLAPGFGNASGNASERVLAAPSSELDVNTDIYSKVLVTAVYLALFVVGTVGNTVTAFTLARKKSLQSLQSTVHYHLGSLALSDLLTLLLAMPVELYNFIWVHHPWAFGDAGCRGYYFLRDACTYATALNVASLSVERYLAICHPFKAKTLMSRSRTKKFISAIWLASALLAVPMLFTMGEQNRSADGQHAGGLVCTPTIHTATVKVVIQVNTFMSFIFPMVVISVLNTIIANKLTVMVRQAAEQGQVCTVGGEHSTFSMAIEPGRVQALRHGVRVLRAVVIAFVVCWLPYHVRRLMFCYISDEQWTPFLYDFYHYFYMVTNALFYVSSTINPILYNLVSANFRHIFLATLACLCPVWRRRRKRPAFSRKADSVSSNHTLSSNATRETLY
K1F lysis inhibition: inhibition of K1F phage lysis, E. coli UTI89, bacterial capsule biogenesis inhibitors, alamar blue (AID 488966) | E. coli UTI89 K1F phage lysis, alamar blue, 2 h; higher % means a stronger effect | inhibition, % at 100 µM, or IC50 in µM where a hit was titrated | hit rate 0.02% among 340,000;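 active = phage lysis inhibition, versus mean bacterial control, above a set limit; inconclusive = no clear call, values can overlap the other calls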;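 also: capsule biogenesis inhibitors block K1F phage lysis so surviving cells raise fluorescence; higher fluorescence means more inhibition of phage lysis; actives were called in the ten point dose series up to 300 µM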
Dengue-2 NS5 capping: Dengue-2 NS5 methyltransferase inhibitors, primary screen, biochemical, confirmation dose response (AID 588689); Genome polyprotein (Dengue virus type 2 (strain 16681-PDK53)); Dengue-2 NS5 methyltransferase capping enzyme assay, biochemical; higher % means a stronger effect; one-dose inhibition, % at 25 µM; IC50 in µM for titrated hits; hit rate 0.3% among 340,000; in the data active = a potency from the dose series; inconclusive = inhibition above about 29% without an active follow-up result
SV40 large T antigen: SV40 large T antigen inhibitors, biochemical (AID 1903). SV40 large T antigen ATPase/helicase inhibition assay; higher % means a stronger effect. hit rate 0.39% among 310,000. inhibition, % at 20 µM, or IC50 in µM where a hit was titrated; in the data active = a potency from the dose series; inconclusive = inhibition mostly from about 32% at the one dose, without a potency; inactive = the rest, 99 in 100 with inhibition below about 32%; also: strong numbers were not always called active
T cell HTS vesicle-bound %: recorded beside T cell HTS, whose call it bears; double positive events, %; measured here: CD8+ vesicle-bound cell fraction;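 binding gate set so that unloaded-vesicle control wells show 10% double positive cells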
NTR1 agonist cell count 20 µM: also measured in NTR1 agonist; calls as there; cell count; measured here: cell count, cytotoxicity flag
Dengue-2 NS5 capping pilot replicate: further read-out of Dengue-2 NS5 capping, marked with its call; inhibition, %; measured here: pilot screen replicate inhibition
* = called active by the depositor; i = inactive; ? = inconclusive; / = not tested or not shown; [ ] = remark or other dose. No enrichment for hits. Share with any hit: about 1.5%.

A first look:
SMILES	RSV CPE inhibition	T cell HTS	T cell HTS vesicle-bound %	West Nile antiviral	MgcRacGAP inhibition	Salmonella PhoP GFP	NTR1 agonist	NTR1 agonist cell count 20 µM	K1F lysis inhibition	Dengue-2 NS5 capping	SV40 large T antigen	others
COC(=O)c1cc(OC)c(OC)cc1NC(=O)c1ccco1	4.1%	i	41	-0.1%	14%	15%	-0.9	39	0.6%	-1%	-4%
CCn1cc(C(=O)OCC(=O)Nc2cc(S(=O)(=O)N(C)C)ccc2C)c(=O)c2ccc(C)nc21	19%	i	18	-0.8%	6%	11%	0.3	76	2.0%	-4%	14%
O=C(NC1=NCCS1)c1ccc(Cl)s1	2.1%	i	35	0.5%	2%	2%	-0.7	77	0.9%	-3%	3%

The list itself, from the start:
SMILES	RSV CPE inhibition	T cell HTS	T cell HTS vesicle-bound %	West Nile antiviral	MgcRacGAP inhibition	Salmonella PhoP GFP	NTR1 agonist	NTR1 agonist cell count 20 µM	K1F lysis inhibition	Dengue-2 NS5 capping	SV40 large T antigen	others
COC(=O)c1cc(OC)c(OC)cc1NC(=O)c1ccco1	4.1%	i	41	-0.1%	14%	15%	-0.9	39	0.6%	-1%	-4%
CCn1cc(C(=O)OCC(=O)Nc2cc(S(=O)(=O)N(C)C)ccc2C)c(=O)c2ccc(C)nc21	19%	i	18	-0.8%	6%	11%	0.3	76	2.0%	-4%	14%
O=C(NC1=NCCS1)c1ccc(Cl)s1	2.1%	i	35	0.5%	2%	2%	-0.7	77	0.9%	-3%	3%
COc1ccc(-c2noc(CSc3nnc(-c4ccncc4)n3-c3ccc(F)cc3)n2)cc1OC	0.2%	i	62	-0.1%	2%	-1%	-0.5	63	0.7%	-1%	12%
COc1cccc(NC(=O)Cn2nnc(C(=O)Nc3cc(Cl)ccc3OC)c2N)c1	2.8%	i	12	?	7%	-1%	-0.6	64	2.4%	4%	2%
COc1ccc(S(=O)(=O)Nc2ccccc2C(=O)NC(C)(C)C)cc1OC	0.4%	i	51	-0.2%	-1%	-13%	-0.3	52	-0.6%	-9%	2%
O=C(CSc1ncnc2ccccc12)Nc1cc(S(=O)(=O)N2CCCCC2)ccc1Cl	6.0%	i	14	-0.3%	-2%	29%	12	55	0.2%[50 µM]	-5%	-7%
CCOC(=O)c1nn(-c2ccc(C)c(Cl)c2)c(=O)c(C#N)c1C	0.9%	i	43	-0.2%	7%	9%	0.5	61	-0.1%	-3%	9%	Dengue-2 NS5 capping pilot replicate=0.0
CCOc1ccccc1-n1c(SCC(=O)N2CCCC2)nnc1-c1ccc(O)cc1	1.6%	i	25	-0.2%	6%	-1%	5.0	57	0.0%	0%	5%
COc1cc2[nH]c(=O)n(Cc3ccc(C(=O)NC4CCCC4)cc3)c(=O)c2cc1OC	-0.1%	i	2	-0.1%	9%	-9%	0.4	79	0.1%	-1%	9%
NC(=O)C(c1cccc(Cl)c1)c1ncc(C(F)(F)F)cc1Cl (stereo not given)	-0.1%	i	26	-0.4%	2%	-10%	-2.9	90	0.2%	-9%	1%
CC(C)(C)NC(=O)COc1ccc(CNCc2cccnc2)cc1	-1.4%	i	40	-0.1%	4%	-3%	1.2	57	-0.2%	-4%	2%
N#CCSc1nc2cc(C(=O)N3CCC(C(N)=O)CC3)ccc2c2nc3ccccc3n12	-0.7%	i	38	0.5%	15%	-7%	1.5	71	-0.8%	-3%	16%
CCOc1ccccc1N1CCN(C(=O)CC(C)(C)C)CC1	3.3%	i	33	-0.7%	-1%	7%	-0.5	63	0.6%	-6%	7%
O=C(Cc1ccccc1)Nc1ccc(NC(=O)c2cccc(Cl)c2)cc1	1.2%	i	20	-0.5%	4%	12%	-1.3	28	2.6%	0%	0%
CC(C)[C@H](NC(=O)c1ccccc1)C(=O)OCC(=O)NCc1ccc(F)cc1	4.1%	i	24	0.3%	8%	-10%	-0.8	38	-0.3%	-5%	2%
N#Cc1c(-c2cccs2)cc(-c2cccs2)[nH]c1=O	0.4%	i	26	0.5%	/	-11%	0.0	39	/	/	0%
Cc1cc(Nc2cccc([N+](=O)[O-])c2)c2ccccc2n1	12%	i	64	1.6%	14%	-4%	-0.4	86	0.1%	-11%	6%
COc1ccc(NS(=O)(=O)c2cccc(C(=O)NCC(c3ccc(F)cc3)N3CCOCC3)c2)cc1 (stereo not given)	-0.6%	i	35	-0.9%	7%	1%	0.1	50	-1.0%[50 µM]	-7%	-2%
COc1cccc(NS(=O)(=O)c2cc3c4c(c2)CCC(=O)N4CCC3)c1	12%	i	49	/	3%	7%	2.2	63	1.3%[50 µM]	8%	10%
COc1ccc(C(=O)NC(=S)N2CCN(c3ccccc3O)CC2)cc1	/	i	50	/	-4%	/	-1.1	54	0.2%[50 µM]	4%	/
Cc1cc(C)c2oc(C(=O)NCCc3ccc(S(N)(=O)=O)cc3)cc(=O)c2c1	-0.2%	i	25	-0.1%	1%	-9%	2.0	41	0.0%	-22%	13%
CCOC(=O)Cn1nc(C)c(NC(=O)CCc2ccc(OC)cc2)c1C	0.9%	i	59	0.4%	5%	6%	0.5	93	0.4%	-4%	4%
O=C1CCN(Cc2ccc(Br)cc2)CCN1[C@H](CO)Cc1ccccc1	-1.6%	i	29	-1.1%	3%	2%	-0.1	103	3.4%	1%	6%
CC(=O)Nc1ccc(OCC(O)Cn2c(CO)nc3ccccc32)cc1 (stereo not given)	1.4%	i	16	0.4%	-3%	-10%	1.1	29	-1.7%	-5%	4%
CCNC(=O)NC(=O)C(C)On1nnc2ccc(S(=O)(=O)N(CC)CC)cc21 (stereo not given)	0.3%	i	30	-0.8%	4%	-5%	1.1	45	4.6%	-6%	16%
CC(NC(=S)Nc1ccc(OC(F)F)cc1OC(F)F)C(C)(C)C (stereo not given)	5.7%	i	12	?	5%	-1%	5.3	48	-0.6%[50 µM]	0%	6%
Cc1ccc(OCC2Cn3c(nc4c3c(=O)[nH]c(=O)n4C)O2)cc1 (stereo not given)	-0.8%	i	6	-0.4%	10%	-12%	-1.1	51	6.6%	2%	0%
CCOC(=O)c1sc(NC(=O)CCN2C(=O)C3CCCCC3C2=O)cc1C (stereo not given)	0.1%	i	56	/	7%	/	-0.7	64	1.0%[50 µM]	-3%	/
O=C(COC(=O)C1=COCCO1)Nc1ccc(Br)cc1Br	/	i	28	/	5%	/	1.8	61	0.8%[50 µM]	6%	/
Nc1nc(-c2cccnc2)nn1S(=O)(=O)c1ccccc1	0.7%	i	34	0.0%	2%	8%	-1.5	83	0.7%	0%	5%
O=C(COc1ccc2c(C(F)(F)F)cc(=O)oc2c1)Nc1ccc2c(c1)OCCO2	0.3%	i	43	-0.3%	3%	-11%	1.3	100	0.0%	-5%	17%	Dengue-2 NS5 capping pilot replicate=-1.8
CC(=O)Nc1ccc(S(=O)(=O)NC(C)(C#N)C2CC2)cc1 (stereo not given)	2.0%	i	31	-0.2%	7%	-2%	1.3	55	0.8%	2%	14%
O=[N+]([O-])c1cccc(OCc2cn3cccnc3n2)c1	1.0%	i	21	1.5%	4%	4%	-0.6	50	-1.9%	-2%	-3%
CCOC(=O)C1(CCc2ccccc2)CCN(C(=O)C2=C(C)OCCO2)CC1	0.1%	i	33	-1.3%	/	-6%	2.3	50	/	/	5%
COc1ccccc1NC(=O)CSc1nc(=O)n(CCN2CCOCC2)c2c1CCC2	-0.2%	i	47	/	5%	9%	0.3	59	1.7%[50 µM]	-4%	8%
CC1(C)C(=O)Nc2ccccc2N1C(=O)CSc1nnc2c(Cl)cc(Cl)cn12	1.2%	i	50	-0.9%	5%	-12%	0.4	42	2.5%	-6%	10%
Cc1ccc(C)c2[nH]c(=O)c(C(c3nnnn3C(C)(C)C)N3CC=C(c4ccc(F)cc4)CC3)cc12 (stereo not given)	/	/	/	-1.0%	-5%	-9%	/	/	2.9%	-6%	19%
CCn1c(=S)sc2c(=O)n(CC(=O)Nc3ccc(Cl)cc3)c(C)nc21	3.9%	i	29	-0.3%	7%	-10%	10	70	-0.3%	6%	12%
CCNS(=O)(=O)c1c(C)cc(C)c(N(C)S(=O)(=O)c2ccccc2)c1C	5.5%	i	63	0.2%	17%	-2%	1.7	85	0.5%	-18%	5%
Cc1c(N2C(=O)C(=O)/C(=C(/O)c3ccccc3)C2c2ccc(F)cc2)c(=O)n(-c2ccccc2)n1C (stereo not given)	1.8%	i	52	-0.4%	6%	2%	-0.2	72	0.0%	-6%	6%
Cn1cc([N+](=O)[O-])c(C(=O)Nc2ccn(C34CC5CC(CC(C5)C3)C4)n2)n1	2.6%	i	43	21%	1%	0%	1.2	49	4.5%	-2%	3%
COc1ccc(OCc2cccc(C(=O)O)c2)cc1	0.6%	i	22	0.5%	6%	-6%	-0.3	46	-0.2%	3%	1%
Cc1sc2ccccc2[n+]1CCC(C)S(=O)(=O)[O-] (stereo not given)	-0.6%	i	37	0.3%	20%	1%	0.5	49	0.9%	1%	21%
COc1ccc(C(=O)NCCc2cccc(Cl)c2)cc1OC1CCN(C(C)=O)CC1	1.2%	i	8	0.8%	6%	-7%	0.8	36	-1.2%[50 µM]	-12%	7%
O=C(CSc1nnnn1C1CCCC1)Nc1ccccc1N1CCOCC1	4.1%	i	19	-0.3%	-7%	-6%	0.1	43	-0.3%	10%	6%
COc1ccc(N(CC(=O)NCc2ccc3c(c2)OCO3)S(C)(=O)=O)cc1OC	1.4%	i	37	-0.4%	-1%	-6%	0.5	56	0.4%	-1%	4%
O=C(NCc1ccc(Cl)cc1)c1cc(=O)[nH]c2ccccc12	2.1%	i	38	0.0%	7%	11%	1.1	78	0.1%	-12%	4%
COC(C(=O)Nc1ccc(F)cc1F)c1ccccc1 (stereo not given)	2.0%	i	30	0.1%	5%	-9%	-0.9	35	2.1%	-2%	22%
COC(=O)c1ccc(C(=O)OC)c(NC(=O)COC(=O)C2CC2C)c1 (stereo not given)	1.1%	i	27	/	7%	12%	4.8	68	0.4%	6%	0%
